S100A4 MyoIIA: blocks human S100A4 binding to myosin IIA peptide; S100A4/TAMRA-MyoIIA peptide fluorescence polarization; inhibition, % at 10.7 µM; 360,000 compounds, 0.14% hits;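 active = mean inhibition of at least 70% across replicates, with every replicate also reaching that level; inconclusive = mean inhibition reaches 70% but some replicates fall short; inactive = mean inhibition below 70%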
Target sequence (P26447 whole entry, looked up): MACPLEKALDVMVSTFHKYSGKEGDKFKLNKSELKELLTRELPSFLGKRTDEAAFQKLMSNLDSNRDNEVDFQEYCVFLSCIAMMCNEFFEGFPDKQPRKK
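Material: human S100A4 monomer with TAMRA-labelled myosin IIA peptide; buffer or medium: HEPES pH 7.2 with CaCl2, KCl, NaCl, DTT, Triton; compound dosing: one concentration per compound; schedule: 5 min incubation before reading; benchmarks: neutral control DMSO, positive control TFP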
ERAP1 inh: inhibitors of human ERAP1 aminopeptidase | 340,000 compounds, 0.15% hits | Q9NZ08 | recombinant ERAP1, Leu-AMC fluorescence, 60 min | inhibition, % at 10.7 µM;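 active = mean replicate inhibition of at least 30%, or all replicates individually reaching that 30% level; inactive = mean below 30% and not every replicate reaching it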;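 also: 0% = neutral control wells and 100% = L-leucinethiol positive control wells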
SIRT5 block: blocks human SIRT5 desuccinylation of peptide; Purified SirT5, succinyl-peptide AMC, trypsin-coupled fluorescence; inhibition, % at 15 µM; 330,000 compounds, 1.1% hits; AID 652115; in the data active = inhibition above about 15%; inconclusive = no clear call, values can overlap the other calls
Target sequence (Q9NXA8 whole entry, looked up): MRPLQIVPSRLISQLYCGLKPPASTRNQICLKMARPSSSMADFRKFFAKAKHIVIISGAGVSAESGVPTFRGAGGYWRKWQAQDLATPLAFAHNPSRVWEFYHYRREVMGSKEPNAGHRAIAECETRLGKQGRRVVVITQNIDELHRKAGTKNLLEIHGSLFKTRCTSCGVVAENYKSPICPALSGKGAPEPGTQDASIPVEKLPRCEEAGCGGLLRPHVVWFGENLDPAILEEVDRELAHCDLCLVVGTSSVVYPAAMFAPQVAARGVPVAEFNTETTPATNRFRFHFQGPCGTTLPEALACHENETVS
LGR2 antag: Drosophila LGR2 receptor signaling inhibition. HEK293 LGR2, CRE-luciferase, bursicon-stimulated, 4 h. inhibition, % at 9.99 µM. 380,000 compounds, 0.35% hits. AID 720647;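 active = drop in luminescence signal, shown as inhibition above about 50% in the replicate tests, limit read from the data, passing the limit was not always enough; inconclusive = probably only some replicates passing the limit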;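 also: agonist challenge used bursicon conditioned medium at about half maximal strength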
PGC1a acetyl inh: PGC1a acetylation modulation, inhibitor mode; U2OS PGC1a acetylation, AlphaScreen anti-acetyl-lysine; with virally co-expressed GCN5 acetyltransferase; inhibition, % at 15.6 µM; AID 651687; 350,000 compounds, 0.17% hits;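 active = every replicate shows inhibition of at least 40%; inconclusive = mean inhibition at least 40% but some replicate below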;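 also: 0% = neutral control wells and 100% = positive control wells; some results beyond the cut were filed as inactive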
Statin myotox sup: protects C2C12 myotubes from simvastatin toxicity; AID 602340; 330,000 compounds, 0.78% hits; rescue of ATP level, % at 7.49 µM; ATP luminescence, 48 h; scaled: DMSO 0, geranylgeraniol control 100;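 active = mean ATP rescue above about 67%, or every replicate alone reaching that limit, limit read from the data, passing the limit was not always enough; inconclusive = no clear call, values can overlap the other calls; inactive = mean under the limit and some replicate under it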;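 also: myotubes were challenged with 10 µM simvastatin during compound exposure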
Cneo AK release: Cryptococcus neoformans lysis via adenylate kinase release. lysis activity, % at 15 µM. AID 651654. 360,000 compounds, 0.2% hits. C. neoformans lysis, adenylate kinase release luminescence, 4 h; normalised: neutral wells 0, clomiphene wells 100;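 active = mean lysis activity across replicates of at least 80%, whatever share of replicates individually reach that level; inactive = mean lysis activity below 80%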
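Schedule: static 4 h at 37 °C with compound, 1 h detection; system: C. neoformans cells; benchmarks: Clomiphene as positive control; buffer or medium: fresh YPD medium; measure: luminescence rise reflecting yeast cell lysis; measured by: luminescent adenylate kinase detection reagent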
XiGFP reactiv: reactivates the inactive X chromosome in mouse fibroblasts. activation, % at 7.58 µM. XiGFP mouse fibroblasts, % GFP-positive cells imaging, 3 d; cells co-treated with 5-aza-dC sensitizer; scaled so ellipticine positive control = 100%. 360,000 compounds, 0.055% hits;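 active = mean normalized replicate activation at least 10% and every replicate at or above 10%; inconclusive = only one of the two criteria met; inactive = mean below 10% and not all replicates reach 10%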;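 also: 0% = median of on-plate neutral control wells and 100% = ellipticine 6 µM median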
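Material: XiGFP fibroblasts, SV40-immortalized; Buffer or medium: DMEM containing 5-aza-dC; Compound dosing: single point; Times: 3 days compound exposure.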
* = called active by the depositor; ? = inconclusive; / = no result given. Not all compounds are listed; the hit share may differ from the screen's.

#	compound	S100A4 MyoIIA	ERAP1 inh	SIRT5 block	LGR2 antag	PGC1a acetyl inh	Statin myotox sup	Cneo AK release	XiGFP reactiv
1	Cc1cccc(-c2ccc([C@@H]3[C@H](CO)N4CCCCN(Cc5cncnc5)C[C@@H]34)cc2)c1	/	/	/	-2	0	-6	3	0.1
2	Cc1ccc(-c2csc(N=C(N)N)n2)cc1	1	-2	1	-53	-6	/	-7	0.0
3	Fc1ccc(C[n+]2csc3ccccc32)cc1	-15	4	-24	-43	-6	74*	-2	/
4	CC(=O)N1CCN(c2nnc(-c3ccc(C)cc3)c3ccccc23)CC1	-4	0	-11	1	/	0	/	0.5
5	C=CCOC(=O)C1=C(C)NC(=O)NC1c1ccc(Cl)cc1 (configuration not stated)	-1	/	/	9	3	14	3	0.1
6	Cc1ccc(S(=O)(=O)N2C[C@H]3N(C(=O)OC(C)C)N(C(=O)OC(C)C)C[C@H](OC(=O)NC4CCCC4)[C@@]3(O)C2)cc1	-6	0	3	-3	2	-4	1	0.1
7	Cc1[nH]c2ccc(F)cc2c1CCN(Cc1cccnc1)C(=S)NC(C)(C)C	-11	4	0	-4	-10	-5	0	0.1
8	Cc1ccc(C)c(OCCC(=O)OCC(=O)Nc2cccc(S(=O)(=O)N3CCCC3)c2)c1	-5	3	4	-6	-1	-2	3	0.2
9	CC1=C(C(=O)N2CCOCC2)CC(CC(=O)NC2CC2)C(=O)N1Cc1ccc(C(C)(C)C)cc1 (configuration not stated)	-2	6	-1	-8	-8	0	1	-0.1
10	O=C(C[C@@H]1CC[C@H](NC(=O)c2ccc(F)cc2)[C@H](CO)O1)NCCc1ccccc1	1	0	1	-2	11	-11	-8	0.4
11	Cc1ccc(NC(=O)c2cnccn2)cc1C	-1	-1	2	-18	18	-6	-1	0.0
12	COCCNC(=O)C[C@@H]1C[C@H]2c3cc(NS(=O)(=O)c4ccccc4)ccc3O[C@H]2[C@H](CO)O1	-10	0	-6	22	2	-2	-5	0.1
13	COCCn1c(C)cc(C(=O)COC(=O)c2ccccc2Br)c1C	-3	-6	-6	/	/	6	-10	-0.1
14	CCC(Sc1ncccc1C(=O)Oc1cccc([N+](=O)[O-])c1)C(=O)Nc1ccccc1OC (configuration not stated)	4	-1	-4	-5	8	/	/	0.0
15	COc1ccccc1-c1ccc([C@H]2[C@@H](C#N)N(C(=O)C3CC3)[C@H]2CO)cc1	-8	0	0	-11	-4	-9	4	0.0
16	O=C(Nc1ccccc1F)N[C@H]1CC[C@H](CCNC(=O)C2CCCCC2)O[C@@H]1CO	22	-4	1	12	10	-9	3	-0.2
17	O=c1[nH]c(-[n+]2ccccc2)c(/C=N/N=C(\[O-])c2ccccc2)s1	-1	2	5	-3	5	/	/	0.0
18	O=C(Nc1ncccn1)c1ccc(Cl)c([N+](=O)[O-])c1	7	-1	-6	12	/	2	-1	0.4
19	O=C(NCCCN1CCOCC1)c1[nH]c(C(F)(F)F)nc1-c1ccccc1	0	-2	-1	-9	-8	-5	-2	0.1
20	Cc1n(-c2ccccc2)c2ccc(Cl)cc2[n+]1CCO	-14	7	-6	8	/	/	/	0.1
21	COC(=O)C(C)N1C(=O)S/C(=C\c2ccc(-c3ccc(C(=O)O)cc3C)o2)C1=O (configuration not stated)	-3	57*	-1	-63	12	-1	8	0.0
22	Clc1ccc(Nc2nc(N3CCOCC3)nc(N3CCOCC3)n2)cc1Cl	-5	-3	-3	3	8	-24	0	0.0
23	CCOC(=O)c1c(C)n(C)c2cc(CN(C)C)c(O)c(S(=O)(=O)c3ccccc3)c12	-2	-3	2	/	7	/	/	0.0
24	O=C(CN(C(=O)c1csnn1)c1ccc2c(c1)OCCO2)NCc1ccc(F)cc1	2	-4	-2	-5	6	-3	2	0.5
25	Cc1ccc(C(=O)NCc2ccc3c(c2)OCO3)cc1N1CCCC1=O	2	1	-1	16	/	-4	-5	0.1
26	O=S1(=O)CC(N2CC=CC2)CN1Cc1cn(Cc2ccccc2)nn1 (configuration not stated)	-12	/	-2	-6	/	/	/	0.0
27	Cc1ccc(C)c(C(=O)CCC(=O)O)c1	1	0	0	1	/	-7	0	0.0
28	CN(CC(=O)Nc1ccccc1Cl)C(=O)c1cccc(S(=O)(=O)N2CCN(c3ccc(F)cc3)CC2)c1	-9	-1	-2	3	/	10	-1	0.1
29	COc1ccc(C2CC(=O)C(c3ccccc3OC)=CN2Cc2ccccc2)cc1 (configuration not stated)	-3	2	3	-6	/	/	/	0.6
30	COc1ccc(CNC(=O)C(OC(=O)c2ccco2)c2ccccc2F)cc1 (configuration not stated)	-4	4	-1	-7	/	15	-1	0.2
31	CCCNC(=O)N1CC2(C1)[C@@H](c1ccccc1)[C@H](CO)N2C(=O)C1CC1	6	2	-5	1	3	/	/	0.0
32	CC(OC(=O)C1=NNC(=O)CC1)C(=O)Nc1ncc(Cl)cc1Cl (configuration not stated)	4	6	-1	-51	-4	/	/	-0.6
33	CS(=O)(=O)Nc1ccc2c(c1)[C@H]1C[C@H](CC(=O)NC3CCCCC3)O[C@H](CO)[C@H]1O2	-6	2	-3	4	5	0	60	0.2
34	C[C@@H]1CN([C@@H](C)CO)C(=O)c2cc(NS(C)(=O)=O)ccc2O[C@@H]1CN(C)CC1CCCCC1	-1	2	1	1	6	2	-8	0.2
35	COc1ccc(C(=O)NCc2cnn(C)c2C)cc1OC1CCN(C(C)C)CC1	7	-3	0	-3	4	3	0	0.1
36	COc1ccccc1-n1c(SCC(=O)NCc2ccc3c(c2)OCO3)nc2cc([N+](=O)[O-])ccc21	9	-1	-3	16	/	/	/	0.0
37	CN1CCN(C(=O)C[C@@H]2CC[C@H]3[C@@H](COC[C@H](O)CN3C(=O)Nc3ccc(Cl)cc3)O2)CC1	8	1	-1	-14	3	-21	-2	0.0
38	Oc1ccc(/C=N/n2c3ccccc3c3ccccc32)cc1	/	/	/	-21	13	-7	2	/
39	Cc1ccc(OC(=O)CCC(=O)N2CCc3ccccc32)cc1	/	/	/	10	2	9	-1	/
40	Cc1ccc(C(=O)Nc2ccc(N3CCCC3)cc2)c(C)c1	-7	-3	-2	6	-10	/	/	0.0

Taken from above.
XiGFP reactiv result of entry 25 = 0.1
S100A4 MyoIIA result of entry 24 = 2
LGR2 antag result of entry 38 = -21
XiGFP reactiv result of entry 30 = 0.2
LGR2 antag result of entry 21 = -63

Carrying on.
item	Compound	S100A4 MyoIIA	ERAP1 inh	SIRT5 block	LGR2 antag	PGC1a acetyl inh	Statin myotox sup	Cneo AK release	XiGFP reactiv
41	CCc1csc(N2[C@H](C#N)[C@H](c3ccc(-c4ccc(F)cc4)cc3)[C@H]2CO)n1	4	1	7	-4	-4	4	-1	-0.1
42	CCSc1nsc(NC(=O)Nc2cccc(F)c2)n1	4	-2	-9	-1	-10	-93	-3	0.0
43	COc1ccc2c3c([nH]c2c1)[C@@H](CO)N(C(=O)C1CC1)CC31CN(S(C)(=O)=O)C1	14	5	-2	16	/	/	/	0.4
44	c1csc(-c2nc(CN3CCSCC3)cs2)c1	-3	/	-1	?	0	-2	-4	0.1
45	CCOC(=O)C1(Cc2cccc(Cl)c2)CCCN(C(=O)C(C)(C)C)C1 (configuration not stated)	-3	-2	-4	6	-4	14	0	0.5
46	C[C@H]1CN([C@@H](C)CO)C(=O)c2cc(NC(=O)Nc3cccc4ccccc34)ccc2O[C@@H]1CN(C)Cc1ccc(C(=O)Nc2ccccc2N)cc1	7	3	0	19	-9	?	-2	0.0
47	Cc1ccc2nc(C(=O)N3CCCC(Nc4ccc(F)cc4)C3)cn2c1 (configuration not stated)	-3	-7	-2	-20	/	-8	0	0.8
48	CCN(C[C@H]1N[C@@](Cc2ccccc2)(C(=O)OC)[C@H]2C(=O)N(C)C(=O)[C@@H]12)C(=O)Nc1ccccc1	-1	6	-4	6	-1	1	-3	0.5
49	Cn1c(=O)c(=O)n(C)c2cc(S(=O)(=O)N3CC(=O)N(CCc4ccccc4)C(=O)C3)ccc21	-3	2	-6	-3	0	5	0	0.0
50	CCOc1ccc(C(C)NC(=O)Nc2ccc(F)cc2F)cc1 (configuration not stated)	-7	1	-1	2	-8	14	0	0.2
51	O=C(O)CCC(=O)OCC1CCCCC1	6	2	-2	-2	3	114*	3	/
52	CC1CCCCC1NC(=O)Cn1cc([N+](=O)[O-])ccc1=O (configuration not stated)	0	-2	-1	3	2	5	0	-1.1

Profiles, quoted from the list. Screens in order: S100A4 MyoIIA | ERAP1 inh | SIRT5 block | LGR2 antag | PGC1a acetyl inh | Statin myotox sup | Cneo AK release | XiGFP reactiv
O=C(O)CCC(=O)OCC1CCCCC1 is listed with 6 | 2 | -2 | -2 | 3 | 114* | 3 | /
CCOC(=O)C1(Cc2cccc(Cl)c2)CCCN(C(=O)C(C)(C)C)C1 (configuration not stated) is listed with -3 | -2 | -4 | 6 | -4 | 14 | 0 | 0.5

Structural class: the compounds so far with a COOH group (three)
item	Compound	S100A4 MyoIIA	ERAP1 inh	SIRT5 block	LGR2 antag	PGC1a acetyl inh	Statin myotox sup	Cneo AK release	XiGFP reactiv
21	COC(=O)C(C)N1C(=O)S/C(=C\c2ccc(-c3ccc(C(=O)O)cc3C)o2)C1=O (configuration not stated)	-3	57*	-1	-63	12	-1	8	0.0
27	Cc1ccc(C)c(C(=O)CCC(=O)O)c1	1	0	0	1	/	-7	0	0.0
51	O=C(O)CCC(=O)OCC1CCCCC1	6	2	-2	-2	3	114*	3	/

Screening data as filed in PubChem.
